Xi reactivation: reactivates the inactive X chromosome in mouse fibroblasts; XiGFP mouse fibroblasts, % GFP-positive cells imaging, 3 d; cells co-treated with 5-aza-dC sensitizer; scaled so ellipticine positive control = 100%; activation, % at 7.58 µM; 0.055% of 360,000 active; AID 743238;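 active means mean normalized replicate activation at least 10% and every replicate at or above 10%; inconclusive means only one of the two criteria met; inactive means mean below 10% and not all replicates reach 10%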;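 further: 0% = median of on-plate neutral control wells and 100% = ellipticine 6 µM median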
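material = 68-5-11 XiGFP fibroblast line | medium = DMEM plus 5-aza-dC sensitizer | schedule = 3 days compound exposure | benchmarks = positive control ellipticine, 6 µM final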
esBAF inh: SWI/SNF esBAF complex inhibition | 2% of 350,000 active | reporter increase, % at 12.5 µM | mouse ES cells, Bmi1-luciferase knock-in reporter, 24 h; 100% = twice the neutral-well signal | AID 602393; in the data active means activation above about 40%; inconclusive means no clear call, values can overlap the other calls;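 further: 0% = median of the plate's neutral control wells and 100% = double that signal; a rise in the Bmi1 reporter signal indicates esBAF inhibition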
ERp5 inh: inhibitors of human ERp5. ERp5 insulin aggregation, absorbance 650 nm, 90 min. AID 651711. 0.05% of 350,000 active. Q15084. inhibition, % at 9.99 µM;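 active means mean replicate inhibition above about 25%, with every replicate also reaching it, limit read from the data, passing the limit was not always enough; inconclusive means only one of those two criteria met; inactive means neither criterion met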
Target sequence (Q15084 whole entry, looked up): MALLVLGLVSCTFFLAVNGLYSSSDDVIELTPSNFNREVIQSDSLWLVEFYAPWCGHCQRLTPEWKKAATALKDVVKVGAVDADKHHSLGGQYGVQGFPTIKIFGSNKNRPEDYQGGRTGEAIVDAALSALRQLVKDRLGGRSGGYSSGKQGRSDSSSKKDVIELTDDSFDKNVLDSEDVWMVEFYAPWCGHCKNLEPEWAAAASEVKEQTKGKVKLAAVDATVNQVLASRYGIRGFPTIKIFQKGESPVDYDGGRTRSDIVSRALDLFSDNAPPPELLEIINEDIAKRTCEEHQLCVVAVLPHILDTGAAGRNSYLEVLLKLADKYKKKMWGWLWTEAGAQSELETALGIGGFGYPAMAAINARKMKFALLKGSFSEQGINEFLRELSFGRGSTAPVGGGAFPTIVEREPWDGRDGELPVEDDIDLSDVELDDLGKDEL
RAD54 branch: RAD54 (human) branch migration inhibition. Q92698. RAD54 Holliday junction branch migration, FAM/BHQ fluorescence. inhibition, % at 10.4 µM. 0.14% of 360,000 active. AID 602329;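 active means mean normalized replicate activity at least 40 and at least half of replicates scoring 40 or more; inconclusive means only one of the two criteria met; inactive means mean below 40 and under half of replicates reaching 40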;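 further: 0% = median of neutral control wells and 100% = median of positive control wells; inhibitors cause a drop in the FAM fluorescence signal; in these data hits start at about 50%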
RAD52 anneal inh: blocks human RAD52 DNA annealing; inhibition, % at 18.7 µM; 0.46% of 360,000 active; P43351; AID 651710; recombinant RAD52 DNA annealing, FRET fluorescence;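 active means every replicate showing at least 50% inhibition; inconclusive means mean inhibition at least 50% but not in every replicate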
Target sequence (P43351 whole entry, looked up): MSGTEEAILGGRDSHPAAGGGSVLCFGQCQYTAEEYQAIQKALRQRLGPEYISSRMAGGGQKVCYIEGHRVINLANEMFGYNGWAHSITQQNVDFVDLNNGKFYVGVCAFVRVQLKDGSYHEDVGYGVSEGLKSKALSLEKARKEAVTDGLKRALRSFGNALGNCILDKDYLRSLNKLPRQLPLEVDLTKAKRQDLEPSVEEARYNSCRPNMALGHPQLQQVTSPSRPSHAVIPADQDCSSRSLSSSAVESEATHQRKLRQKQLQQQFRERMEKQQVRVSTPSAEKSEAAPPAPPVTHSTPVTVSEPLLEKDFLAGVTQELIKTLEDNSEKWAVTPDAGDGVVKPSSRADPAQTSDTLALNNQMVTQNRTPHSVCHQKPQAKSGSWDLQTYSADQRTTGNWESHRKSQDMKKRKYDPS
E-selectin induc: E-selectin induction on HUVECs; P16581; HUVEC E-selectin immunofluorescence imaging; normalized: neutral wells 0, TNF-alpha wells 100; activation, % at 7.58 µM; 0.37% of 260,000 active; AID 686992;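 active means mean E-selectin-positive cell signal at least 10% of the positive control, reached in at least 60% of replicates, without over 20% cell loss; inconclusive means no rule given, readout overlaps actives, possibly toxicity-flagged; inactive means the rest, including those meeting only one limit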;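 further: in these data hits start at about 27%; measured in HUVEC primary endothelial cells; signal is the percent of cells scored E-selectin positive by PE staining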
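Read-out: % PE-positive cells | Test system: HUVEC | Doses: One compound dose added by pin transfer | Buffer or medium: EGM-2 over gelatin coat | Signal: Immunofluorescence imaging | Benchmarks: TNF-alpha, DMSO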
ERAP1 inh: inhibitors of human ERAP1 aminopeptidase | inhibition, % at 10.7 µM | Q9NZ08 | recombinant ERAP1, Leu-AMC fluorescence, 60 min | 0.15% of 340,000 active;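 active means mean replicate inhibition of at least 30%, or all replicates individually reaching that 30% level; inactive means mean below 30% and not every replicate reaching it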;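 further: 0% = neutral control wells and 100% = L-leucinethiol positive control wells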
S100A4 MyoIIA: S100A4-myosin IIA interaction inhibition | S100A4/TAMRA-MyoIIA peptide fluorescence polarization | inhibition, % at 10.7 µM | AID 652163 | P26447 | 0.14% of 360,000 active;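 active means mean inhibition of at least 70% across replicates, with every replicate also reaching that level; inconclusive means mean inhibition reaches 70% but some replicates fall short; inactive means mean inhibition below 70%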
Target sequence (P26447 whole entry, looked up): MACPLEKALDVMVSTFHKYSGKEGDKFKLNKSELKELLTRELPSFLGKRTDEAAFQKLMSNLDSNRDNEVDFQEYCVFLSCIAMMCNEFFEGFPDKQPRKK
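Material: S100A4 monomer protein | Medium: HEPES pH 7.2 with CaCl2, KCl, NaCl, DTT, Triton | Reagent: Labelled myosin peptide probe, 5 nM | Doses: One dose per compound | Times: 5 min incubation before reading | Benchmarks: Neutral control DMSO, positive control TFP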
* hit, by the source's call; ? = inconclusive; · = not tested or not shown; & = joins results of further samples. Hits appear at their usual frequency; overall some 2.5% were active at least once.

SMILES	Xi reactivation	esBAF inh	ERp5 inh	RAD54 branch	RAD52 anneal inh	E-selectin induc	ERAP1 inh	S100A4 MyoIIA
CSc1ccccc1OCc1cc(C(=O)NCc2cnc(C)cn2)no1	-0.1	·	-13	-1	-16	-0.2	-2	0
CCOC(=O)c1nc(NCc2ccccc2C)c2ccccc2n1	0.1	·	-7	·	-4	·	-3	9
Cc1cccc(C)c1NC(=O)C(c1ccc(C(F)(F)F)cc1)n1c(=O)c(-c2ccco2)nc2ccccc21 (stereo unspecified)	0.0	·	3	·	-33	1.1	·	-20
COc1ccc(CC(=O)OC(C)C(=O)NCc2ccc3c(c2)OCO3)cc1OC (stereo unspecified)	-0.1	-4	5	1	-12	-1.7	-4	-2
Cc1cccnc1NC(=O)c1cc2ccccc2oc1=O	0.1	?	1	3	-4	1.6	0	-3
CC(C)NC(=O)N(C)C[C@@H]1Oc2ccc(NC(=O)Nc3ccc(C(F)(F)F)cc3)cc2C(=O)N([C@H](C)CO)C[C@H]1C	-0.2	-4	-4	9	0	0.5	-1	-2
COC(=O)c1c(C)[nH]c(C(=O)NCc2ccco2)c1C	0.1	23	1	7	-40	·	6	0
O=C(CN1C(=O)NC(Cc2c[nH]c3ccccc23)C1=O)NCC(F)(F)F (stereo unspecified)	0.1	-1	1	-2	0	·	0	-1
CCCCc1c(C)c(C#N)c2nc3ccccc3n2c1NCCN(C)C	0.0	-1	2	29	-22	-0.2	-10	-3
O=C(CN1C(=O)C2CC=CCC2C1=O)Nc1nc2ccccc2s1 (stereo unspecified)	0.0	12	0	2	-8	0.7	0	0
CCC1=C(OC(=O)N(CC)CC)N2C(=O)OC(=NCC3CC3)[C@]2(C)[C@H]2C1=CC[C@H]1C(=O)N(CC(=O)OC)C(=O)[C@H]12	0.1	-5	2	-3	-7	-0.1	3	0
Cc1ccc(S(=O)(=O)Nc2ccccc2CNc2c(C)n(C)n(-c3ccccc3)c2=O)cc1	·	·	-6	·	-3	·	11	4
COc1ccc(NC(=O)COC(=O)CCC2CCCCC2)cc1	0.1	-3	2	-3	0	0.0	-5	-18
O=C(C1=C[C@@H](C2CC2)C[C@@H](OCc2ccc(CO)cc2)O1)N1CCOCC1	0.0	6	3&1	-4&0	-1&-5	-0.1	5&0	-29&-2
c1csc(-c2noc(CN3CCOCC3)n2)c1	0.0	15	1	·	-12	-0.2	4	-1
CCc1cccc(NC(=O)C2CCCN2S(=O)(=O)c2ccc3c(c2)n(C)c(=O)c(=O)n3C)c1 (stereo unspecified)	2.0	-1	-2	-2	2	1.3	5	1
CCCCn1c(N)c(N(C(=O)CSc2nnnn2-c2ccc(C)cc2)C2CCCC2)c(=O)[nH]c1=O	0.0	0	-8	-9	-34	·	4	4
NC(=O)C1CCN(C(=O)c2cc(S(=O)(=O)N3CCOCC3)ccc2Cl)CC1	0.2	-10	0	-1	-22	3.6	-7	6
N#Cc1ccsc1NC(=O)CCc1ccccc1	0.0	·	1	·	-15	2.3	0	-1
O=C(CNC(=O)N1CC(=O)Nc2ccccc21)Nc1cccc(F)c1	0.0	-9	1	4	-21	·	3	-1

Part of the list above, reformatted.
SMILES | Xi reactivation | esBAF inh | ERp5 inh | RAD54 branch | RAD52 anneal inh | E-selectin induc | ERAP1 inh | S100A4 MyoIIA
c1csc(-c2noc(CN3CCOCC3)n2)c1 | 0.0 | 15 | 1 | · | -12 | -0.2 | 4 | -1
CCC1=C(OC(=O)N(CC)CC)N2C(=O)OC(=NCC3CC3)[C@]2(C)[C@H]2C1=CC[C@H]1C(=O)N(CC(=O)OC)C(=O)[C@H]12 | 0.1 | -5 | 2 | -3 | -7 | -0.1 | 3 | 0

More results follow:
SMILES	Xi reactivation	esBAF inh	ERp5 inh	RAD54 branch	RAD52 anneal inh	E-selectin induc	ERAP1 inh	S100A4 MyoIIA
COCc1cc(C)nc2oc(C(=O)c3ccccc3)c(N)c12	-0.1	·	7	·	6	6.9	2	0
Cc1ccc(NS(=O)(=O)c2ccc(C(=O)NCC(c3ccco3)N3CCCCC3)cc2)cc1 (stereo unspecified)	0.3	-7	8	·	-35	·	3	-3
O=C(C[C@H]1C[C@@H]2c3cc(NS(=O)(=O)c4ccc(F)cc4)ccc3O[C@@H]2[C@H](CO)O1)NCCc1ccccc1	0.0	5	1	9	-12	-0.6	-1	-16
Cc1ccc(OCc2n[nH]c(=S)n2-c2ccc(Cl)cc2)cc1	0.0	-1	1	-5	0	0.1	10	3
Cc1ccc(C=C2SC(=S)N(CCCC(=O)Nc3cccc(C(=O)O)c3)C2=O)cc1	0.0	-56	-2	1	-121	0.7	·	-2
O=C(NC1CCC1)[C@@H]1[C@@H](CO)[C@@H]2Cn3c(ccc(-c4ccc(F)cc4)c3=O)[C@H]1N2Cc1cocn1	0.0	·	2	·	-7	-0.1	-1	4
Cc1cc(S(=O)(=O)N2CCC3(CC2)OCCN3S(=O)(=O)c2cccs2)ccc1F	0.0	-5	17	-10	7	-0.2	0	2
CC(C)[C@H](NC(=O)c1ccccc1Br)C(=O)OCc1nc2ccsc2c(=O)[nH]1	0.1	8	22	-6	-1	0.0	0	-16
COc1ccc(C(NC(C)=O)c2cc(Cl)c3cccnc3c2O)cc1 (stereo unspecified)	0.0	-12	3	6	-9	-0.2	1	11
C[C@@H]1CCCCO[C@H](CN(C)C(=O)c2ccccc2)[C@@H](C)CN([C@H](C)CO)C(=O)c2cc(NS(=O)(=O)c3ccccc3)ccc2O1	0.0	2	0	6	1	·	1	11
CN1CCNC(=O)C1CC(=O)NCCc1ccccc1F (stereo unspecified)	0.0	-2	-3	4	-16	0.8	-2	-1
CO[C@@H]1CC[C@H]2CCOc3c(C#N)cccc3C(=O)N(C)C[C@H](C)C(=O)N(C)C[C@@H]1O2	0.1	0	0	-14	7	-0.1	4	-1
C[C@@H]1CN([C@@H](C)CO)C(=O)CCCn2cc(nn2)CO[C@@H]1CN(C)C(=O)CCCN(C)C	-0.2	0	-2	-6	12	0.2	0	2
CC(C)N(C(=O)c1ccc(-c2ccccc2F)cc1)C(C)C	0.2	·	-2	-9	-7	-0.1	0	-6
O=C(c1ccccc1F)N1CC(=O)N2[C@H](CO)[C@@H](c3ccc(C#Cc4ccc(F)cc4)cc3)[C@H]2C1	0.1	·	-5	·	-20	0.0	0	-2
O=C(NCc1ccc2c(c1)OCO2)c1nnc(Cc2ccc(F)cc2)o1	0.0	-6	-2	2	-8	·	·	6
COc1ccc(C[C@@H]2CCn3cc(nn3)COC[C@@H](c3ccccc3)NC2=O)cc1	0.2	·	1	·	7	0.2	2	6
COc1ccccc1NC(=O)N[C@H]1CC[C@@H](CCn2cc(C3(O)CCCC3)nn2)O[C@@H]1CO	-0.3	-1	5	-6	-15	0.5	-4	5
NS(=O)(=O)c1ccc(-c2ccc(C=C3C(=O)c4ccccc4C3=O)o2)cc1	0.0	3	9	-6	-22	0.5	2	-3
O=C1C(=O)N(c2nccs2)C(c2ccccc2F)/C1=C(\O)c1ccc2c(c1)OCCO2 (stereo unspecified)	0.1	17	2	0	-8	·	5	-6

Compound profiles, as listed above:
Cc1cc(S(=O)(=O)N2CCC3(CC2)OCCN3S(=O)(=O)c2cccs2)ccc1F reads Xi reactivation: 0.0; esBAF inh: -5; ERp5 inh: 17; RAD54 branch: -10; RAD52 anneal inh: 7; E-selectin induc: -0.2; ERAP1 inh: 0; S100A4 MyoIIA: 2
Cc1ccc(C=C2SC(=S)N(CCCC(=O)Nc3cccc(C(=O)O)c3)C2=O)cc1 reads Xi reactivation: 0.0; esBAF inh: -56; ERp5 inh: -2; RAD54 branch: 1; RAD52 anneal inh: -121; E-selectin induc: 0.7; ERAP1 inh: ·; S100A4 MyoIIA: -2

Returning to the listing, repeating the 2 entries before the break.
SMILES	Xi reactivation	esBAF inh	ERp5 inh	RAD54 branch	RAD52 anneal inh	E-selectin induc	ERAP1 inh	S100A4 MyoIIA
NS(=O)(=O)c1ccc(-c2ccc(C=C3C(=O)c4ccccc4C3=O)o2)cc1	0.0	3	9	-6	-22	0.5	2	-3
O=C1C(=O)N(c2nccs2)C(c2ccccc2F)/C1=C(\O)c1ccc2c(c1)OCCO2 (stereo unspecified)	0.1	17	2	0	-8	·	5	-6
O=C(COC(=O)c1ccc(Br)cc1)Nc1cccnc1Cl	-0.1	2	-8	-4	5	-0.3	-8	12
CN(C)C(=O)C[C@@H]1CC[C@@H]2[C@@H](COc3ccc(NC(=O)C4CCCC4)cc3C(=O)N2C)O1	0.0	·	7	·	-3	0.0	3	2
COc1cc(OC)cc(C(=O)N[C@H](C(=O)Nc2c(C)n(C)n(-c3ccccc3)c2=O)C(C)C)c1	0.0	0	7	-4	1	·	-1	1
CCN(CC)S(=O)(=O)c1ccc(N2CCOCC2)c(NC(=O)CN2C(=O)NC(C)(c3ccccc3)C2=O)c1 (stereo unspecified)	0.0	·	1	-15	-36	-0.2	11	-2
COc1cccc(OC)c1C(=O)O/N=C(\N)c1ccncc1	0.0	·	-5	·	-14	0.0	0	-5
CCN(CC)CCCNc1nc(-n2nc(C)cc2C)nc2sc3c(c12)CC(C)(C)OC3	0.0	·	-3	·	8	·	·	0
COc1cc(/C=C/C(=O)Nc2cc(S(=O)(=O)N3CCOCC3)ccc2N2CCCC2)cc(OC)c1OC	0.0	-5	2	0	-8	0.1	1	-8
NC(=O)C1CCN(C(=O)c2ccc3nc(N4CCCCC4)sc3c2)CC1	-0.1	·	-4	·	-15	1.3	-1	1
O=C(NC1CCN(S(=O)(=O)c2ccc(Cl)c(F)c2)CC1)c1cccnc1	-0.1	-3	1	3	-10	·	1	-2
C[C@@H]1CN([C@@H](C)CO)C(=O)c2cc(NC(=O)Nc3ccc(F)cc3)ccc2O[C@H]1CN(C)S(=O)(=O)c1cn(C)cn1	0.9	-4	6	-3	14	-1.0	1	-26
COCC(=O)N1[C@H](CO)[C@@H](c2ccccc2)[C@H]1CNC(=O)c1ccccn1	-0.1	0	6	-6	-11	-0.2	0	2
Cc1ccc(NC(=O)Cn2c(=O)n(CCC(=O)NC3CCN(Cc4ccccc4)CC3)c(=O)c3ccccc32)cc1	0.0	·	-6	·	-9	3.1	-4	-1
CCC(=O)N1[C@@H](C#N)[C@@H](c2ccccc2-c2ccccc2)[C@@H]1CO	0.1	·	1	·	-3	0.0	-2	33
O=C(Cc1ccccc1)Nc1cccnc1	0.3	·	-30	·	-11	·	-2	-2
Cc1noc(C)c1S(=O)(=O)Nc1ccc2c(c1)C(=O)N([C@H](C)CO)C[C@H](C)[C@@H](CN(C)Cc1ccc(C(F)(F)F)cc1)O2	-0.8	-9	-6	-6	1	0.4	2	-3
O=C(CSc1nccc(=O)[nH]1)Nc1ccc(F)c([N+](=O)[O-])c1	0.0	·	1	·	-4	·	1	0
C/C(=N\NC(=O)C1(C)CC1(Br)Br)c1ccc([N+](=O)[O-])cc1 (stereo unspecified)	0.1	-8	4	1	-4	-0.2	-1	0
COc1ccc(C(=O)C2CCCN(Cc3ccc(C#CCCO)cc3)C2)cc1F (stereo unspecified)	0.1	·	-13	·	-42	·	2	0

Assay outcomes as filed in PubChem.
